Rab7 wt GTP bind – alters GTP binding to wildtype dog Rab7. GST-Rab7 beads, fluorescent GTP binding, flow cytometry; actives lie on both sides; untreated = 100%, excess cold GTP = 0%. GTP binding activity (percent of control), % at 10 µM. actives 0.055% (n = 190,000). AID 758;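 active means fluorescent GTP binding to Rab7 beads changed by at least 20 points from the 100% baseline, either direction, mostly lower; inconclusive means compound itself probably fluorescent, or too few beads counted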;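 further: median green fluorescence of bound Bodipy-FL-GTP per Rab7 bead population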
Mcl1 Bid PPI – Mcl-1/Bid interaction inhibition | actives 0.97% (n = 220,000) | inhibition, % at 21.7 µM | TR-FRET Mcl-1/Bid-Dy647 peptide binding, 1536-well | AID 1021 | Q07820;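 active means compounds that cut the binding signal by more than half at the single screening dose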;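 further: His-tagged Mcl-1 with europium anti-His antibody binding Bid BH3 peptide; 0% = Mcl-1 plus peptide wells and 100% = peptide-only wells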
Target sequence (Q07820 whole entry, looked up): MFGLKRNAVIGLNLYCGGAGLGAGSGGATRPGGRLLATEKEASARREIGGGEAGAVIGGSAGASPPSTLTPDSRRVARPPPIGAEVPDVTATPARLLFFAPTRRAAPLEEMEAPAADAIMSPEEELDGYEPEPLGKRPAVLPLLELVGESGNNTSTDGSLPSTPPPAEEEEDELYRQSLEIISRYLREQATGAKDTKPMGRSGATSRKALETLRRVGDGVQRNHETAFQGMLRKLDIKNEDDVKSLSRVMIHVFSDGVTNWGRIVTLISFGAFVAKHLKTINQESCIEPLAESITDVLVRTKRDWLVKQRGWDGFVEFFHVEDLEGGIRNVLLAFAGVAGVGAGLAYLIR
Rac1 act GTP bind – alters GTP binding to activated mutant human Rac1; P63000; GST-Rac1 activated beads, fluorescent GTP binding, flow cytometry; actives lie on both sides; 100% means binding = to untreated wells; percent activity (GTP binding), % at 10 µM; actives 0.11% (n = 190,000); AID 764;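 active means GTP binding at least 20 percentage points away from the 100% baseline, in either direction, so actives lie on both sides; inconclusive means Compound likely fluorescent itself, or too few beads counted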
Pf gamet viab – inhibitors of late stage P. falciparum gametocyte viability | actives 0.065% (n = 150,000) | P. falciparum stage V gametocytes, ATP luminescence, 24 h | inhibition, % at 10.9 µM;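 active means inhibition above the mean plus 3 SD of compounds within the control limits, set per campaign, cut at about 38% in these data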;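 further: 0% = DMSO wells and 100% = medium only without gametocytes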
Rac1 wt modul – human Rac1 wildtype GTP binding, inhibitors and activators. P63000. GST-Rac1 beads, fluorescent GTP binding, flow cytometry; actives lie on both sides; 0 = cold GTP competed, 100 = untreated. GTP binding activity (% of control), % at 10 µM. actives 0.27% (n = 190,000);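 active means GTP binding activity at least 20 points away from the 100% control level, either lower or higher; inconclusive means compound flagged as likely green fluorescent, judged across all proteins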
Avidin bead fluor – avidin bead compound fluorescence profile; fluorescence (KMESF) at 10 µM; actives 0.38% (n = 220,000); Avidin beads, compound fluorescence 488/530 nm, flow cytometry; active compounds read high; in the data active means fluorescence above about 47; further: inactives centre near 10
Rab2 wt GTP – changes GTP binding to wildtype dog Rab2A, up or down; GST-Rab2 wt beads, Bodipy-GTP binding, flow cytometry; GTP binding activity, % at 10 µM; actives 0.19% (n = 190,000); AID 760;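 active means GTP binding activity at least 20 points away from 100%, either lowered or raised; inconclusive means signal likely due to the compound's own green fluorescence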;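 further: 0% = beads with excess unlabeled GTP and 100% = no-compound control corrected for plate trend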
Cdc42 wt – human Cdc42 wildtype GTP binding change, either direction. actives 0.2% (n = 190,000). percent activity (GTP binding), % at 10 µM. AID 761. GST-Cdc42 beads, Bodipy-GTP binding, flow cytometry; actives lie on both sides. P60953;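 active means percent activity GTP binding at least 20 points away from the 100% baseline, either down as inhibitor or up as activator; inconclusive means compound flagged as likely green fluorescent from well-wide comparison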;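 further: median bead fluorescence of bound Bodipy-FL-GTP at 100 nM; 0% = excess unlabeled GTP control and 100% = no compound control; below 100% means less GTP binding so inhibitor and above means activator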
Target sequence (P60953 whole entry, looked up): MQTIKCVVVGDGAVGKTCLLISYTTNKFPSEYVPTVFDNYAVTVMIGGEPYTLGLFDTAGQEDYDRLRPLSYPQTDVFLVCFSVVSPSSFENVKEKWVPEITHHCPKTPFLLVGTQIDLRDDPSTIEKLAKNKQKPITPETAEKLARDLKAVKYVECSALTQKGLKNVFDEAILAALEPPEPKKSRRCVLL
Mcl-1 Bim block – inhibitors of Bim-Mcl-1 interaction, human | Bead-based flow cytometry, Bim peptide-Mcl-1 binding | actives 0.1% (n = 190,000) | Q07820 | inhibition, % at 10 µM; in the data active means inhibition above about 40%;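 further: 0% = no compound tracer wells and 100% = peptide blocker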
Mcl1 Noxa PPI – disrupts binding of human Mcl-1 to Noxa peptide; Q07820; TR-FRET Mcl-1/Noxa peptide binding, 2 h; inhibition, % at 21.7 µM; actives 1.5% (n = 220,000); AID 1022;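 active means compounds that cut the protein-peptide binding signal by more than 50% relative to plate controls in a single-dose test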;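 further: His-tagged Mcl-1 with rhodamine Noxa BH3 peptide and terbium anti-His antibody; 0% = Mcl-1 plus Noxa peptide wells and 100% = peptide-only wells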
HRas wt GTP bind – modulators of GTP binding to human HRas wildtype. actives 0.14% (n = 190,000). GTP binding activity, % at 10 µM. AID 759. GST-Ras wt beads, Bodipy-FL-GTP binding, flow cytometry; actives lie on both sides;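 active means GTP binding activity at least 20% away from the 100% baseline, either lowered as inhibitor or raised as activator; inconclusive means flagged as likely green fluorescent, judged across all proteins in the well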;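 further: 0% = unlabeled GTP competition control and 100% = no-compound control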
Target sequence (P01112 whole entry, looked up): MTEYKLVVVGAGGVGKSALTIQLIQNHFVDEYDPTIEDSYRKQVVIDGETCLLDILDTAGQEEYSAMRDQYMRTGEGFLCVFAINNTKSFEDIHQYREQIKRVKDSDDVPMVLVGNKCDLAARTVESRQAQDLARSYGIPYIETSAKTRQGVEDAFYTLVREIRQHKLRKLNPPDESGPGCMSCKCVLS
* hit, by the source's call; ? = inconclusive; . = not tested or not shown.

SMILES | Rab7 wt GTP bind | Mcl1 Bid PPI | Rac1 act GTP bind | Pf gamet viab | Rac1 wt modul | Avidin bead fluor | Rab2 wt GTP | Cdc42 wt | Mcl-1 Bim block | Mcl1 Noxa PPI | HRas wt GTP bind
O=C(c1ccccc1)c1cccn1CC(=O)N1CCCCCC1 | ? | -20 | ? | . | ? | 12 | ? | ? | . | -11 | ?
C=CCn1c(COc2ccc(Cl)cc2)nnc1SCC(=O)N/N=C/c1ccccc1 | 94 | -7 | 98 | 7 | 101 | 9 | 95 | 100 | 0 | 0 | 101
CC(C)C(=O)Nc1ccccc1C(=O)N/N=C/c1ccc([N+](=O)[O-])cc1 | 105 | -8 | 96 | . | 98 | 15 | 102 | 101 | -4 | 15 | 102
CC1(C)CC(=O)C2=C(C1)Oc1ncn(CCO)c(=N)c1C2c1ccccc1 (centres undefined) | 103 | -24 | 100 | . | 104 | 12 | 101 | 102 | -2 | -8 | 100
COc1ccc(CN(C(=O)CSc2nnc(-c3ccccc3F)o2)c2ccc(F)cc2)cc1 | 101 | -17 | 98 | . | 104 | 8 | 98 | 98 | 2 | 2 | 100
Cc1ccc(-c2nnc(CCC(=O)NCC3C4CC5CC(C4)CC3C5)o2)s1 (centres undefined) | 102 | -11 | 95 | 30 | 99 | 3 | 97 | 96 | -5 | 4 | 99
CC1=C(C(=O)NCCc2ccc(C)cc2)C2(CCC(C)CC2)OC1=O (centres undefined) | 97 | 1 | 99 | . | 105 | 7 | 101 | 102 | -3 | -4 | 100
Cc1csc(SCC(=O)NC(=O)NC2CCCC2)n1 | 104 | -20 | 99 | -4 | 105 | 8 | 99 | 102 | -2 | 18 | 102
COCCCNC(=O)CCN1C(=O)COc2ccccc21 | 101 | -46 | 99 | . | 105 | 3 | 101 | 100 | -4 | 3 | 100
N=c1sccn1CC(=O)NC(=O)NC1CCCC1 | 102 | 13 | 100 | 11 | 107 | 2 | 102 | 108 | -3 | 6 | 102

2 compounds picked at random from the list so far:
SMILES | Rab7 wt GTP bind | Mcl1 Bid PPI | Rac1 act GTP bind | Pf gamet viab | Rac1 wt modul | Avidin bead fluor | Rab2 wt GTP | Cdc42 wt | Mcl-1 Bim block | Mcl1 Noxa PPI | HRas wt GTP bind
CC(C)C(=O)Nc1ccccc1C(=O)N/N=C/c1ccc([N+](=O)[O-])cc1 | 105 | -8 | 96 | . | 98 | 15 | 102 | 101 | -4 | 15 | 102
CC1(C)CC(=O)C2=C(C1)Oc1ncn(CCO)c(=N)c1C2c1ccccc1 (centres undefined) | 103 | -24 | 100 | . | 104 | 12 | 101 | 102 | -2 | -8 | 100

Further compounds:
SMILES | Rab7 wt GTP bind | Mcl1 Bid PPI | Rac1 act GTP bind | Pf gamet viab | Rac1 wt modul | Avidin bead fluor | Rab2 wt GTP | Cdc42 wt | Mcl-1 Bim block | Mcl1 Noxa PPI | HRas wt GTP bind
CCSc1nc(N)c2c(C)c(C)sc2n1 | 96 | -7 | 93 | . | 104 | 21 | 95 | 96 | -2 | 19 | 98
CCOc1cc2c(cc1OCC)C(c1ccccc1)N(c1ccccc1)C(=O)C2 (centres undefined) | 99 | -20 | 101 | -4 | 102 | 11 | 100 | 99 | -2 | -9 | 101
O=C(CSCc1ccc(Cl)cc1)Nc1ccccc1C(=O)N1CCOCC1 | 95 | -14 | 95 | . | 91 | 8 | 95 | 97 | -2 | . | 95
Cc1nnc(C)n1/N=C/c1ccc(O)cc1 | 103 | -18 | 100 | . | 104 | 14 | 100 | 102 | -2 | 8 | 100
CC(=O)NCC(=O)NC(C(=O)Nc1ccc2c(c1)OCCO2)c1ccc(C)cc1 (centres undefined) | 99 | -32 | 99 | 23 | 109 | 27 | 100 | 104 | -4 | -9 | 100
COc1ccc(-n2c(CCc3ccccc3)nnc2SCC(=O)c2ccccc2)cc1 | 103 | 8 | 101 | -19 | 105 | 12 | 102 | 102 | 0 | 14 | 104
COc1ccc(-c2nc3c(n2O)CCC/C3=N\O)cc1 | 99 | -36 | 97 | . | 96 | 35 | 99 | 98 | 0 | 6 | 99
OC(CNCc1ccco1)Cn1c2ccccc2c2ccccc21 (centres undefined) | 104 | -14 | 104 | -1 | 109 | 6 | 106 | 106 | 4 | 8 | 104
O=C1NC(c2cccnc2)C(C(=O)c2cccs2)C(O)(C(F)(F)F)N1 (centres undefined) | 95 | -15 | 96 | . | 100 | 8 | 95 | 98 | 2 | -14 | 95
Cc1nnc(SCC(=O)c2c(N)n(C)c(=O)n(C)c2=O)n1Cc1ccccc1 | 97 | -30 | 96 | -6 | 94 | 14 | 97 | 96 | 2 | -19 | 99
Cc1ccc2[nH]c(=O)c(CNC(C)C)cc2c1 | 99 | -12 | 101 | . | 102 | 13 | 105 | 108 | 0 | 11 | 105
CO/N=C/c1ccc(Oc2ccc(C)cc2)c([N+](=O)[O-])c1 | 98 | 7 | 95 | 4 | 101 | 10 | 97 | 95 | 1 | 0 | 95
CC(C)(C)NC(=S)NCc1cccnc1 | 96 | -31 | 103 | . | 103 | 7 | 108 | 107 | 1 | 15 | 105
Cc1cccc2cc(C#N)c(SCc3nnc(-c4ccccc4[N+](=O)[O-])o3)nc12 | 92 | 7 | 97 | . | 104 | 8 | 96 | 99 | -2 | 14 | 96
CCOC(=O)c1c(N)c(C#N)cn1-c1ccccc1 | 104 | -62 | 95 | 19 | 102 | 19 | 103 | 100 | 1 | 1 | 101
Cc1nc2ncnn2c(Nc2ccc3c(c2)OCO3)c1Cc1ccccc1 | 105 | -3 | 103 | -13 | 109 | 10 | 104 | 105 | 0 | 10 | 105
Cc1nc2ccccc2c2oc(C(=O)NCCN3CCCCC3C)cc12 (centres undefined) | 99 | -21 | 99 | . | 101 | 9 | 94 | 96 | 0 | 24 | 98
COC(=O)c1cccc(Nc2ncnc3ccc(C)cc23)c1 | 106 | -27 | 105 | 13 | 105 | 11 | 106 | 106 | -4 | 20 | 104
CCSc1nnc(NC(=O)CSc2nnc(CNC(=O)c3ccc(OC)c(OC)c3)o2)s1 | 94 | -32 | 94 | -2 | 97 | 2 | 93 | 96 | 4 | 13 | 97
CCCC(C)C(=O)OCC(=O)Nc1ccc(Br)cc1 (centres undefined) | 105 | 8 | 93 | . | 99 | 8 | 100 | 92 | 0 | 22 | 96
Cc1ccccc1-n1c(C)c(C#N)c(=O)c(-[n+]2ccccc2)c1[S-] | 96 | -74 | 95 | -14 | 97 | 9 | 98 | 95 | -2 | 11 | 96
O=C(C1CCN(C2CCN(Cc3ccc4cc(F)ccc4n3)CC2)CC1)N1CCCC1 | 98 | -34 | 96 | 0 | 98 | 13 | 96 | 97 | 0 | -1 | 97
CC1CCCCC1NC(=O)CCCCCn1c(=S)[nH]c2ccccc2c1=O (centres undefined) | 98 | -14 | 97 | -5 | 96 | 12 | 100 | 100 | -2 | 9 | 98
CC(C)(C)n1nnnc1C(c1ccc(C(F)(F)F)cc1)N(Cc1ccc(F)cc1)Cc1ccco1 (centres undefined) | 96 | -7 | 98 | . | 102 | 21 | 97 | 98 | -7 | -4 | 97
COc1ccc(Br)cc1/C=C/C(=O)Nc1c(C)cccc1C | 94 | -17 | 97 | . | 99 | 8 | 100 | 98 | 1 | 1 | 98
CCOc1ccccc1NC(=O)NCCC1=CCCCC1 | 109 | -14 | 93 | 9 | 102 | 10 | 101 | 100 | -1 | 8 | 101
COc1ccc2oc(=O)c(/C(C)=N/Nc3ccccc3)cc2c1 | 98 | -30 | 93 | -8 | 99 | 11 | 92 | 93 | 1 | 14 | 95
O=C(O)CC(c1cccc([N+](=O)[O-])c1)N1Cc2ccccc2C1=O (centres undefined) | 94 | 14 | 93 | -5 | 98 | 7 | 95 | 95 | -3 | 7 | 96
CCOc1cc2[nH]c(=S)n(CCCN3CCCC3=O)c(=O)c2cc1OCC | 101 | -17 | 99 | -1 | 105 | 6 | 100 | 101 | -5 | 21 | 100
COC(=O)CC1SC(=O)NC1=Nc1cccc(C)c1 (centres undefined) | 103 | -19 | 96 | -9 | 105 | 12 | 102 | 100 | -3 | 4 | 103
Nc1ccc2c(c1)Cc1cc([N+](=O)[O-])ccc1-2 | 94 | -35 | 96 | -1 | 100 | 12 | 93 | 95 | 2 | 2 | 97
CSc1ccc(Cl)c(C(=O)OCC(=O)N(C)CCC#N)c1 | 105 | -18 | 96 | . | 101 | 10 | 97 | 97 | 1 | 17 | 100
COCCSc1nnc(NS(=O)(=O)c2ccccc2)s1 | 98 | -16 | 96 | 13 | 99 | 11 | 97 | 96 | 1 | 13 | 97
CC12CCC(c3c(C(=O)O)nn(-c4ccc(F)cc4)c31)C2(C)C (centres undefined) | 92 | 1 | 97 | . | 97 | 11 | 94 | 97 | 2 | 2 | 95
CCOc1cc(/C=N/N=C2/NC(=O)C(CC(=O)O)S2)ccc1OCc1ccc(Cl)cc1 (centres undefined) | 97 | -41 | 88 | . | 91 | 10 | 93 | 91 | 1 | 2 | 94
Cc1nc2nc(COc3ccccc3)[nH]n2c(=O)c1Cc1ccccc1 | 98 | -3 | 98 | 3 | 104 | 8 | 99 | 103 | -2 | 20 | 99

Entries listed so far that contain an aryl methoxy group (6):
SMILES | Rab7 wt GTP bind | Mcl1 Bid PPI | Rac1 act GTP bind | Pf gamet viab | Rac1 wt modul | Avidin bead fluor | Rab2 wt GTP | Cdc42 wt | Mcl-1 Bim block | Mcl1 Noxa PPI | HRas wt GTP bind
COc1ccc(CN(C(=O)CSc2nnc(-c3ccccc3F)o2)c2ccc(F)cc2)cc1 | 101 | -17 | 98 | . | 104 | 8 | 98 | 98 | 2 | 2 | 100
COc1ccc(-n2c(CCc3ccccc3)nnc2SCC(=O)c2ccccc2)cc1 | 103 | 8 | 101 | -19 | 105 | 12 | 102 | 102 | 0 | 14 | 104
COc1ccc(-c2nc3c(n2O)CCC/C3=N\O)cc1 | 99 | -36 | 97 | . | 96 | 35 | 99 | 98 | 0 | 6 | 99
CCSc1nnc(NC(=O)CSc2nnc(CNC(=O)c3ccc(OC)c(OC)c3)o2)s1 | 94 | -32 | 94 | -2 | 97 | 2 | 93 | 96 | 4 | 13 | 97
COc1ccc(Br)cc1/C=C/C(=O)Nc1c(C)cccc1C | 94 | -17 | 97 | . | 99 | 8 | 100 | 98 | 1 | 1 | 98
COc1ccc2oc(=O)c(/C(C)=N/Nc3ccccc3)cc2c1 | 98 | -30 | 93 | -8 | 99 | 11 | 92 | 93 | 1 | 14 | 95

High-throughput results deposited in PubChem by several laboratories.
